High-throughput results: PubChem BioAssay, several laboratories
RTF Ca sens act: cardiac RTF calcium sensitization; 340,000 tested, 0.24% active; IANBD-labeled TnC RTF fluorescence at EC20 calcium; 0% EC20 calcium, 100% full calcium; P19429+P45379; activation, % at 7.2 µM; AID 493008;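 active = activation above the mean over all tested compounds plus 3 SD, cut at about 30% in these data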;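 also: rise in fluorescence read as greater calcium sensitivity of cardiac thin filaments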
Rtt109 HAT inh: blocks Candida albicans Rtt109/Vps75 acetyltransferase activity; purified Rtt109/Vps75, ThioGlo CoA-SH fluorescence, 4 h; inhibition, % at 34.9 µM; Q5AAJ8; 330,000 tested, 0.16% active;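 active = inhibition of at least 50% in every replicate; inconclusive = best replicate reaches 50% inhibition but some replicates fall short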
Target sequence (Q5AAJ8 whole entry, looked up): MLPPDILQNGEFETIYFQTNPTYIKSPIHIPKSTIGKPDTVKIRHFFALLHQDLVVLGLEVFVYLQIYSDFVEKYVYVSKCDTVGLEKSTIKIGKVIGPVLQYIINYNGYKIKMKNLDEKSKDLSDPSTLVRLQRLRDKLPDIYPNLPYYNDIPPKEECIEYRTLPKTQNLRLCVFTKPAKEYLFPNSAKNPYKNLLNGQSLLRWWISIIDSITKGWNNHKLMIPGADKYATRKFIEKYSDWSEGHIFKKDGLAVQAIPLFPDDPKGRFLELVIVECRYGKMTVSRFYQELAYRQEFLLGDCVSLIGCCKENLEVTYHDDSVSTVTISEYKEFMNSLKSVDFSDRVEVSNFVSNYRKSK
HTR5A ag ctr: activates human HTR5A in OPRM1-OPRD1 agonist counter-screen. 340,000 tested, 0.61% active. P47898. activation, % at 9.3 µM. HTR5A agonist assay, luminescence, cell-based; in the data active = activation mostly above about 9.5%, no sharp cut-off; inactive = mostly below about 7.6%;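 also: 0% = cells with vehicle only and 100% = reference agonist; strong numbers were not always called active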
Target sequence (P47898 whole entry, looked up): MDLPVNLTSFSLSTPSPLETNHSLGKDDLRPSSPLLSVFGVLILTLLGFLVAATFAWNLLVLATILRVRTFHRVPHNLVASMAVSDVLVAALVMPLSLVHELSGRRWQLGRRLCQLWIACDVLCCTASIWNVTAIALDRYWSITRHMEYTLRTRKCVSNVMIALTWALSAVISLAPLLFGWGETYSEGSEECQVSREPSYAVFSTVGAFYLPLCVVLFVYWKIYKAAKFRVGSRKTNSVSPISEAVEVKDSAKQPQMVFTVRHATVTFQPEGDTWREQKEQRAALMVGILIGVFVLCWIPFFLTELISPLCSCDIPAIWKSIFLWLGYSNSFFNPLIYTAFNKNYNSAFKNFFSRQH
CDK5 p35 inh: blocks human CDK5/p35 kinase activity. inhibition, % at 10 µM. AID 488839. 330,000 tested, 0.01% active. Recombinant CDK5/p35, ADP-Glo luminescence, 60 min;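 active = highest replicate inhibition of at least 50% and at least 75% of replicates reaching 50%; inconclusive = only one of the two criteria met; inactive = both criteria failed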;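 also: plate controls were DMSO neutral control for no effect and GW8510 at 10 µM for full effect; many of its hits are not listed in these tables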
SR-BI uptake up: enhances SR-BI lipid uptake from DiI-HDL; CHO ldlA[mSR-BI] cells, DiI-HDL uptake fluorescence, 3 h; 100 = double the neutral-control signal; activation, % at 12.5 µM; 320,000 tested, 0.096% active; AID 504775;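 active = mean replicate activation of at least 60% and every replicate at or above 60%; inconclusive = mean or all-replicate condition met, but not both; inactive = mean below 60% and not all replicates reaching 60%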;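 also: 0% = median plate neutral-control signal and 100% = twice that signal; values of inactives mirror those of a sister screen read the other way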
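Test system: SR-BI-overexpressing, LDLR-lacking CHO cells; Also added: labelled HDL, 10 µg/mL; Measured by: bottom-read cell fluorescence after medium removal, ex 550/em 595 nm; Timing: 3 h uptake period with compound, 37 °C; Buffer or medium: F12, 0.5% BSA, 25 mM HEPES; Doses: single compound concentration, delivered by pin transfer.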
Wnt bcat act: activates Wnt/beta-catenin signaling in a reporter cell assay | activator, plate reader | activation, % at 9.35 µM | 300,000 tested, 1.2% active | AID 743398; in the data active = activation above about 30%, passing the limit was not always enough; inconclusive = no clear call, values can overlap the other calls;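 also: 0% = neutral control wells and 100% = positive control wells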
PvdQ inh: blocks Pseudomonas aeruginosa PvdQ acylase activity; purified PvdQ acylase, fluorescence plate reader; inhibition, % at 10 µM; 340,000 tested, 0.063% active; in the data active = inhibition above about 30%, passing the limit was not always enough; inconclusive = no clear call, values can overlap the other calls;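 also: 0% = vehicle neutral wells and 100% = reference inhibitor wells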
SR-BI HDL uptake: blocks mouse SR-BI lipid uptake from DiI-HDL | ldlA[mSR-BI] CHO cells, DiI-HDL uptake fluorescence, 3 h | 320,000 tested, 0.96% active | inhibition, % at 12.5 µM;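 active = mean replicate inhibition of at least 70% and a set share of replicates each scoring 70 or more; inconclusive = meets just one of the two criteria; inactive = fails both criteria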;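 also: 0% = median of neutral control wells and 100% = median of positive control wells; values of inactives mirror those of a sister screen read the other way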
MITF TRPM1 HTS: increases MITF-driven TRPM1 promoter luciferase signal; SK-MEL-5 TRPM1-promoter luciferase, 24 h; % of positive control, neutral wells = 0; activation, % at 12.5 µM; 300,000 tested, 0.75% active; AID 588334;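 active = mean activation of at least 80% with every replicate also reaching 80%; inconclusive = mean reaches 80% but some replicate falls short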;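 also: 0% = neutral control wells and 100% = parthenolide positive control wells; values of inactives mirror those of a sister screen read the other way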
dFosB act: enhances mouse delta FosB homodimer DNA binding; purified delta FosB, TAMRA-CDK5 oligo fluorescence polarization; percent of positive-control signal above neutral wells; 340,000 tested, 0.99% active; activation, % at 25 µM; AID 493131; P13346;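 active = mean activation above about 17%, with every replicate also reaching it, limit read from the data, passing the limit was not always enough; inconclusive = only one of the two conditions met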;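 also: fluorescence polarization rise as delta FosB binds a TAMRA Cdk5 AP-1 oligo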
Target sequence (P13346 whole entry, looked up): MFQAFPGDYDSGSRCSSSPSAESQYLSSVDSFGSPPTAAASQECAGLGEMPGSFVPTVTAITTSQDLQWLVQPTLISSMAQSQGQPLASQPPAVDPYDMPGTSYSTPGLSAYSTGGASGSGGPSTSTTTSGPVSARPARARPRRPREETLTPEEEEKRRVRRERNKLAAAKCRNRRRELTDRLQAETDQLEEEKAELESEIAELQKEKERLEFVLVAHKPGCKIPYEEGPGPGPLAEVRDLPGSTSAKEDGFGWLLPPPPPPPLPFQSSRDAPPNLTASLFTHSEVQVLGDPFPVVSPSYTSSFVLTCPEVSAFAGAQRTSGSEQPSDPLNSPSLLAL
* = called active by the depositor; u = inconclusive; x = no result given.

SMILES	RTF Ca sens act	Rtt109 HAT inh	HTR5A ag ctr	CDK5 p35 inh	SR-BI uptake up	Wnt bcat act	PvdQ inh	SR-BI HDL uptake	MITF TRPM1 HTS	dFosB act
CC(C)n1nnnc1SCC(=O)N1CCOCC1	-7	-6	-1	3.0	13	-1	-11	-13	-7	-5
CCN(C[C@H]1N[C@@](Cc2ccccc2)(C(=O)OC)[C@H]2C(=O)N(Cc3ccccc3)C(=O)[C@@H]12)C(=O)c1ccc(C)cc1	7	3	3	-2.7	3	-4	10	-3	-8	-10
Cc1ccc(C(=O)Nc2ccc3ccccc3n2)cc1	-2	0	3	0.5	-34	36*	1	34	41	-12
C[C@@H](O)C1NC(=O)[C@H](CCCCN)NC(=O)c2cc([N+](=O)[O-])cc(I)c2NCCC[C@@H](C(N)=O)NC1=O (some centres not stated)	4	8	4	0.0	-19	0	-16	19	1	4
COc1ccccc1N(CC(O)COc1ccccc1)S(=O)(=O)c1ccccc1 (configuration not stated)	1	-7	0	-0.4	17	-3	-7	-17	-12	-6
COc1cccc(CN(C)C(=O)c2cc(COc3c(F)cccc3F)on2)c1	-3	-7	-4	0.8	-4	1	-6	4	8	1
O=C(Nc1ccccc1Br)c1cc(=O)c2ccccc2o1	1	2	-1	-0.9	x	0	-12	x	152*	-4
O=C(CCN=C1NS(=O)(=O)c2ccccc21)OCC(=O)c1ccc(F)c(F)c1	-1	-4	5	0.0	19	-2	-6	-19	6	-11
COc1cc(-c2c(C#N)c(N)nc3c2CCCC3)cc(OC)c1OC	-4	-7	0	1.3	-37	x	3	37	x	-7
C1CCC(CNc2c3c(nc4nnnn24)CCCC3)CC1	-6	-3	5	0.2	-27	x	-7	27	-6	-1
CN(C)c1oc(-c2ccco2)nc1S(=O)(=O)c1ccc(Br)cc1	-1	1	0	-0.5	-10	-1	-5	10	5	-1
COc1ccc(CCNC(=O)CSc2nnc(CNC(=O)c3ccco3)o2)cc1OC	2	-7	-2	-2.1	16	-3	-3	-16	-2	9
Cc1ccccc1C(c1ccccc1Cl)N(C)C (configuration not stated)	1	-3	1	0.4	x	-3	-6	x	-4	6
O=C(NCc1ccc(OC(F)(F)F)cc1)C1CC(c2c(Cl)cccc2Cl)=NO1 (configuration not stated)	-3	5	5	-1.2	0	8	-3	0	x	-4
CN(Cc1ccccc1)C(=O)c1ccc(NC(=O)Cc2ccc(NC(=O)C3CCCN(C(=O)C4CC4)C3)cc2)cc1 (configuration not stated)	-1	-3	2	1.1	-38	-4	-15	38	-1	-10
Cc1cc(C(=O)COc2cccnc2[N+](=O)[O-])c(C)n1-c1ccccc1	6	6	1	1.1	2	-2	-8	-2	-69	-2
COc1cc(C(=O)N2CCN(C(=O)c3cc(-c4ccc(Br)cc4)n[nH]3)CC2)cc(OC)c1OC	-5	18	0	1.2	-70	-1	-10	70	4	-15
COCCCNC(=O)C(=O)NCCCOC(C)C	5	-7	-1	-0.7	6	1	-11	-6	x	-1
O=C(Nc1ccccc1Oc1ccccc1)c1cnccn1	3	-9	-2	-0.1	1	x	-5	-1	x	-11
O=c1ccc2ccc(Oc3ccc([N+](=O)[O-])cc3Cl)cc2o1	-4	14	0	-0.2	-10	0	-8	10	-10	5
COc1ccc(-c2csc(NC(=O)c3c(C)noc3C)n2)cc1F	-2	-4	5	0.3	-50	1	-17	50	25	-10
Cn1nc(C(F)(F)F)c(C#N)c1N1CCN(c2ccccc2F)CC1	-7	-17	-7	0.7	21	-3	6	-21	6	8
O=C(Cn1cc([N+](=O)[O-])cn1)NCCc1c[nH]c2ccccc12	-2	12	1	0.0	-15	-2	7	15	-10	7
O=C(N/N=C/c1c(F)cccc1Cl)c1ccc(Cn2cc(Br)cn2)o1	-1	-1	8	x	1	3	-7	-1	5	-16
CC(=O)Nc1ccc(S(=O)(=O)N2CCN(Cc3cccs3)CC2)cc1	-3	10	4	-0.4	-4	-1	-9	4	-12	-8
CCOC(=O)c1c(NC(=O)C2COc3ccccc3O2)sc(C(C)=O)c1C (configuration not stated)	5	x	4	-1.7	-58	-1	-2	58	-21	-7
O=C(O)COCC(=O)N1CCCN(c2nccc(C(F)(F)F)n2)CC1	-2	1	1	0.3	10	x	1	-10	5	0
COc1nc(Oc2ccc(C(=O)OCC(N)=O)cc2)nc(N(C)C)n1	10	0	6	-0.8	12	x	-10	-12	5	-8
COc1cc(OC)cc(-c2sc3ccc(OC)cc3c2C#CCCO)c1	0	9	-2	1.7	-76	-2	-9	76*	-6	-6
O=c1[nH]c(SCc2ccccc2)nc2c1cnn2-c1ccc(F)cc1	0	-3	8	1.8	8	-1	-5	-8	x	6
CCN1C2=C(C(=O)CCC2)C(c2ccc(O)c(Br)c2)C2=C1CCCC2=O	3	-13	1	-0.4	8	-3	7	-8	x	-17
CCCCn1c(N)c(N(CCOC)C(=O)COC(=O)c2cc(CC)c(C)s2)c(=O)[nH]c1=O	-1	2	-3	-6.0	-2	-2	-18	2	3	-14
O=C(c1ccccc1)c1ccccc1C(=O)N1CCOCC1	-2	-4	5	-2.2	16	-1	12	-16	2	-8
Cc1ccccc1NC(=O)CSc1nnc(-c2ccco2)c(-c2ccco2)n1	-4	33	5	1.2	3	x	-12	-3	4	-10
Cn1ccc(C(=O)N/N=C/c2ccncc2)n1	-2	2	5	-0.1	8	-1	9	-8	-6	-7
Cc1cc(C)cc(NS(=O)(=O)c2ccc3[nH]cc(C(=O)NCc4ccco4)c(=O)c3c2)c1	-6	3	0	-1.6	x	x	-5	x	-24	0
COc1ccc(-n2ncc(S(=O)(=O)c3ccccc3)c2-c2ccc(Cl)cc2)cc1	-1	0	1	-1.7	-36	-9	-9	36	x	2
COC(=O)c1cc(S(=O)(=O)N2CCN(c3ccc(OC)cc3)CC2)cn1C	-6	1	-3	1.8	-3	-2	-7	3	-4	-6
CCOc1ccccc1NC(=O)CSc1nnc(-c2ccco2)n1Cc1ccco1	-1	2	2	-1.2	-43	x	-6	43	-2	-5
CC1=C(C(=O)Nc2ccccc2)C(c2ccco2)C(C#N)=C(SCC(N)=O)N1 (configuration not stated)	5	-4	13	-2.8	7	-2	-7	-7	1	u
N#CNC(=Nc1cccc(F)c1)SCc1cccc(F)c1	-2	-2	5	-1.7	-8	4	10	8	13	3
CCOc1cc2c(cc1OCC)CN(CC(=O)Nc1ccccc1C(=O)NC1CC1)CC2	-7	-5	5	-0.1	-7	0	-2	7	-3	-4
O=C(Nc1ccc(NS(=O)(=O)c2ccccc2)c(Cl)c1)c1ccccc1	2	-8	-2	0.6	-5	3	-6	5	13	-5
CC(=O)N1CCN(S(=O)(=O)c2cccc(C(=O)OCC(=O)N(CCC#N)c3ccc(F)cc3)c2)CC1	-2	0	-3	-9.7	2	-3	-3	-2	-9	-5
CC(/C=C/c1ccccc1)=N/NC(=O)CNC(=O)c1ccccc1F	0	-4	-3	1.6	-6	-1	2	6	0	0
C=CC[C@]12C[C@@H](OC)C(=O)C=C1O[C@@H](c1ccc(OC)c(OC)c1)[C@H]2C	0	-1	6	-0.1	2	-1	-6	-2	6	3
O=P(Cc1ccccc1)(Cc1ccccc1)c1ccccc1	-6	-10	1	2.2	-12	0	1	12	2	-10
Cc1oc(-c2ccc(Cl)cc2)nc1CN1CCC(C(=O)NCc2cccnc2)CC1	0	-5	2	1.1	-4	x	11	4	x	0
CCOC(=O)c1c(NC(=O)C2C3CCC(O3)C2C(=O)O)sc(C)c1-c1ccc(F)cc1 (configuration not stated)	0	-5	1	-1.3	18	x	-12	-18	0	-2
CCC(Sc1nc2ccccc2o1)C(=O)Nc1nnc(C)s1 (configuration not stated)	-5	2	4	-2.0	24	x	-12	-24	6	0
O=C(c1cc(COc2ccc3ncccc3c2)on1)N1CCCC(O)C1 (configuration not stated)	-1	0	1	-1.1	-14	3	-3	14	-4	-12
CSCC(=O)NCC1(N(C)Cc2ccccc2)Cc2ccccc2C1	0	3	-1	-0.7	1	0	-1	-1	-3	-4
CC(C(=O)N1CCCCC1)n1sc2ccccc2c1=O (configuration not stated)	-3	-7	5	3.8	31	x	3	-31	53	6
COc1cccc(Oc2c(C)oc3c(CN4CCCCC4)c(O)ccc3c2=O)c1	4	-69	8	-0.6	x	0	-11	x	-2	-6
CCOC(=O)CNC(=O)c1ccc(C#CC2(O)CCCCC2)cc1	-3	-8	0	0.5	9	-1	-3	-9	21	-5
Cc1ccsc1C(=O)Nc1nccs1	2	-4	1	-2.5	17	6	-10	-17	11	1
CCCCNC(=S)NNc1c(Cl)cc(Cl)cc1Cl	-2	-4	6	-0.4	-14	-1	-15	14	-6	1
O=c1[nH]c(C2CCN(S(=O)(=O)c3ccc4c(c3)OCCO4)CC2)nc2c1nnn2Cc1ccc(F)cc1	-6	-3	4	-0.8	94*	-3	-10	-94	-8	5
COCCCNC(=O)CN1C(=O)c2ccccc2C1=O	6	-8	5	2.8	31	3	2	-31	-2	0
N#Cc1c(-n2cccc2/C=N/O)sc2c1CCCC2	1	7	2	3.7	3	x	-8	-3	2	-7
Next records follow:
SMILES	RTF Ca sens act	Rtt109 HAT inh	HTR5A ag ctr	CDK5 p35 inh	SR-BI uptake up	Wnt bcat act	PvdQ inh	SR-BI HDL uptake	MITF TRPM1 HTS	dFosB act
Cc1cc(O)c(NC(=O)c2cccc([N+](=O)[O-])c2)cc1C	3	-15	2	1.1	-40	30*	-9	40	7	10
O=C(CSc1ncccc1-c1nc2ccccc2[nH]1)NC1CC1	1	-9	4	0.7	-21	x	-16	21	4	-4
O=C(CSc1nc(-c2ccccc2)cs1)NC(=O)NCc1ccco1	-2	13	-3	-0.4	-16	x	-6	16	9	-10
O=C(O)CC/C(=N/Nc1ccc([N+](=O)[O-])cc1)C(=O)O	-1	3	-4	-0.2	x	1	0	x	-1	0
CCOC(=O)C1(CCCc2ccccc2)CCN(C(=O)C(C)n2cncn2)CC1 (configuration not stated)	-5	-3	-2	-0.1	-45	1	-5	45	-4	-2
N=c1c2c(-c3ccccc3)c(-c3ccccc3)oc2ncn1Cc1ccco1	0	-7	6	-0.6	-27	-10	-10	27	-6	-5
COc1cccc(OC)c1C(=O)Nc1ccc(N2CCN(S(C)(=O)=O)CC2)cc1	3	-19	1	-0.2	0	4	-16	0	x	7
CC(=O)N1CCc2cc(Br)cc(S(=O)(=O)NCCCN3CCCC(C)C3)c21 (configuration not stated)	-11	2	-2	-2.4	-8	x	-3	8	4	-10
C#CCO[C@@H]1C[C@H](n2ccc(NC(=O)c3ccccc3)nc2=O)O[C@@H]1CO	1	-2	2	0.2	2	-1	0	-2	11	5
